Screening data as filed in PubChem.
Tat export inh: E. coli Tat export inhibitors, primary screen, MC4100, TorA-mCherry reporter, fluorescence, single point | inhibition, % at 10 µM | actives 0.036% (n = 340,000) | AID 488895, 2010;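 active means mean replicate inhibition at least 50% and at least half of replicates individually reaching 50%; inconclusive means only one of the two criteria met; inactive means neither criterion met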;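 further: exported cargo escapes ClpAP degradation while cytoplasmic cargo is degraded and loses fluorescence; 0% = median of neutral control wells and 100% = median of NaSCN control wells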
MOR-DOR inv ag: inverse agonists of MOR-DOR heterodimerization, primary screen, cell-based, luminescence. Mu-type opioid receptor (Homo sapiens) + Delta-type opioid receptor (Homo sapiens), …. cell-based MOR-DOR heterodimer luminescence, inverse agonism. inhibition, % at 9.3 µM. actives 0.21% (n = 340,000). AID 504357, 2011; in the data active means inhibition above about 22%, passing the limit was not always enough;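 further: 0% = cells with DMSO and 100% = wells without cells with DMSO; values of inactives mirror those of a sister screen read the other way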
Target sequence (P35372 whole entry, looked up): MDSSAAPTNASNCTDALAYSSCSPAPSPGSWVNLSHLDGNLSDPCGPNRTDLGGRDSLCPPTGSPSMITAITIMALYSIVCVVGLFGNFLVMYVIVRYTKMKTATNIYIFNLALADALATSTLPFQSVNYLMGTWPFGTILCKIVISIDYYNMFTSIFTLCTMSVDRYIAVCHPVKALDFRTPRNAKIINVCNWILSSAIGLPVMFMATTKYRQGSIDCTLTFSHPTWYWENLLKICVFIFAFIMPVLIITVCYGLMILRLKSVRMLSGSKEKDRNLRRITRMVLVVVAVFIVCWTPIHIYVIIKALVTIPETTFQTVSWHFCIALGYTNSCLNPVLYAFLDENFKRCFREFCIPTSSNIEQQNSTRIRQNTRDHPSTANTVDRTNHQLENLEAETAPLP
Target sequence (P41143 whole entry, looked up): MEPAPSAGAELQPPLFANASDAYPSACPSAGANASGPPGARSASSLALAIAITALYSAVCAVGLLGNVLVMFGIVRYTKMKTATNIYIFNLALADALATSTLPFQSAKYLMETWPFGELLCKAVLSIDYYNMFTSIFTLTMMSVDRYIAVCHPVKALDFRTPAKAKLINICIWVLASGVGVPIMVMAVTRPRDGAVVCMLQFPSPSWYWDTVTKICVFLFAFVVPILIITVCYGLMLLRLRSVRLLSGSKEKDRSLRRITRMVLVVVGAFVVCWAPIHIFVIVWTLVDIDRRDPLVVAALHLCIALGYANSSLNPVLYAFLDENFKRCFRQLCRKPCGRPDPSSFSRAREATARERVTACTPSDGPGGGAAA
Mot1-301 SUMO: yeast Mot1-301 growth rescue at high temperature, primary screen, SUMOylation pathway inhibitor project, S. cerevisiae, ATP luminescence, 38.5C; growth rescue, % at 18.8 µM; S. cerevisiae Mot1-301 growth rescue; percent above DMSO median, 100 means doubled; actives 1% (n = 320,000); AID 2716, 2010;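 active means every valid replicate shows activation above 250% relative to neutral control wells; inactive means the rest, any valid replicate at or below 250%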;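 further: OY570 slx delta 5 strain wells were the positive control but not used for scaling; some compounds called inactive have numbers as strong as hits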
AddAB inh: growth inhibition of E. coli expressing H. pylori AddAB, primary screen, AddAB inhibitor project, absorbance. actives 0.29% (n = 330,000). inhibition, % at 11.9 µM. AID 435030, 2010; in the data active means inhibition above about 12%;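 further: 0% = vehicle wells of infected cells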
E coli growth: E. coli V3065 growth inhibition, primary screen, counter-screen for AddAB inhibitor project, absorbance, OD600; AID 449728, 2010; inhibition, % at 11.9 µM; actives 0.27% (n = 330,000); 18 h;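 active means inhibition above the campaign's mean inhibition across all tested compounds plus 3 SD, cut at about 9.9% in these data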;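 further: uninfected addAB+ strain grown without phage in ampicillin broth; 0% = DMSO wells and 100% = ciprofloxacin 0.95 µg/ml wells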
HTR5A inv ctr: HTR5A inverse agonists in luminescence cell assay, primary screen, counter-screen for OPRM1-OPRD1 heterodimer inverse agonist project, full-deck HTS; AID 504634, 2011; actives 0.083% (n = 340,000); inhibition, % at 9.3 µM; HTR5A cell line, inverse agonism; in the data active means inhibition mostly above about 23%, no sharp cut-off; inactive means mostly below about 18%;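 further: 0% = cells with DMSO and 100% = no-cell wells with DMSO; some compounds called inactive have numbers as strong as hits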
PKA-R2B act: activators of PKA-R2B holoenzyme, primary screen, biochemical, fluorescence polarization, Cy5-IP20, human; cAMP-dependent protein kinase catalytic subunit beta (Homo sapiens) + cAMP-dependent …; PKA-R2B holoenzyme dissociation; R2B truncated from residue 108, S112A mutant; 0% DMSO only, 100% 113 µM cGMP; activation, % at 11.4 µM; actives 0.079% (n = 340,000); AID 504700, 2011;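 active means activation above a cutoff set at the mean over all compounds plus 3 SD, cut at about 18% in these data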;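 further: higher means more holoenzyme dissociation and a rise in polarization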
phage Ecoli inh: growth loss of phage-infected E. coli, primary screen, RecBCD inhibitor project, absorbance, with phage, HTS; inhibition, % at 11.9 µM; actives 0.26% (n = 360,000); AID 651602, 2012; in the data active means inhibition above about 11%
PKA-R1A activ: activators of PKA-R1A holoenzyme, primary screen, biochemical, fluorescence polarization, Cy5-IP20, bovine R1A, mouse PKAc | PKA-R1A dissociation; scaled: DMSO 0%, 113 µM cGMP 100% | actives 0.083% (n = 340,000) | activation, % at 11.4 µM | cAMP-dependent protein kinase type I-alpha regulatory subunit (Bos taurus) + …;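 active means percent activation above the mean of all tested compounds plus 3 SD, cut at about 19% in these data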;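 further: higher means more PKAc released from R1A so a rise in polarization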
MOR-DOR ag: agonists of OPRM1-OPRD1 heterodimerization, primary screen, cell-based, luminescence; Mu-type opioid receptor (Homo sapiens) + Delta-type opioid receptor (Homo sapiens), …; cells; activation, % at 9.3 µM; actives 0.3% (n = 340,000); AID 504326, 2011; in the data active means activation above about 18%;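 further: 0% = vehicle-treated cells and 100% = reference agonist; values of inactives mirror those of a sister screen read the other way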
PfHsp90 yeast 2: growth inhibition of PfHsp90-expressing yeast, primary screen, antimalarial PfHsp90 inhibitor project, S. cerevisiae, BacTiter-Glo luminescence, single point, set 2; AID 504621, 2011; actives 0.32% (n = 310,000); inhibition, % at 9.4 µM; BacTiter-Glo ATP, 48 h; yeast lacking PDR1 and PDR3 efflux regulators;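 active means every replicate shows inhibition above about 80%, whatever the replicate mean, limit read from the data; inconclusive means mean inhibition reaches the set limit but some replicate falls short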;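 further: 0% = DMSO neutral controls and 100% = 20 µM radicicol positive controls; yeast relying on Plasmodium falciparum Hsp90 in place of its own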
Starred values were filed as active, the others as inactive; ? = inconclusive; . = no result given.

Every second line gives: PKA-R2B act	AddAB inh	PfHsp90 yeast 2	phage Ecoli inh	MOR-DOR ag	PKA-R1A activ	E coli growth	HTR5A inv ctr	MOR-DOR inv ag	Mot1-301 SUMO	Tat export inh
- CCN(CC)CCOC(=O)C(Cc1ccco1)Cc1cccc2ccccc12 (stereo unspecified)
    -3	4.3	-9	0.4	2.4	24*	-1.7	-1	-12	42	-1
- CCCCc1nc2c(=O)[nH]c3ccccc3c2o1
    -10	-0.7	-16	1.5	-1.8	3	0.2	-3	11	-5	2
- O=C(Nc1cccnc1)c1ccc2nc(-c3ccccc3)c(-c3ccccc3)nc2c1
    -2	0.3	-2	-1.0	-2.5	-9	0.9	-15	12	.	7
- CC(NC(=O)c1cc(-c2ccc(Br)cc2)on1)c1ccccc1 (stereo unspecified)
    1	0.2	.	1.9	0.8	-7	-1.5	-1	-5	-20	-8
- Cc1ccc(-n2c(SCC(=O)O)nc3sc4c(c3c2=O)CCCC4)cc1
    -8	0.3	-11	0.3	-1.0	4	-1.0	1	5	-10	-4
- COc1ccc(-n2nc3c(c2NC(=O)C2CCCC2)CS(=O)C3)cc1 (stereo unspecified)
    0	-0.9	-3	1.4	-1.6	5	-4.0	-13	10	.	-5
- COc1cccc(-n2nc3c(=O)n(Cc4ccccc4Cl)nc(C)c3c2C)c1
    4	-1.2	19	3.6	-1.9	3	-0.9	-2	10	0	-8
- CCCC1(C(=O)OCC)NC(c2ccc(N(C)C)cc2)C2C(=O)N(c3ccccc3)C(=O)C21 (stereo unspecified)
    3	2.1	-8	0.3	-0.6	-8	-0.3	-23	4	59	1
- Cn1ncc2nnn(-c3ccccc3)c(=O)c21
    2	3.5	-18	0.6	-2.0	-11	0.1	11	8	-16	3
- O=C(CSc1nc2nc(-c3cccs3)cc(C(F)(F)F)c2c(=O)[nH]1)C(F)(F)F
    -2	0.7	11	0.5	-3.7	10	2.0	-14	18	-1	9
- Cc1ccc(NC(=O)Cn2cncc2-c2ccc([N+](=O)[O-])cc2)cc1C
    -3	5.0	-31	3.9	0.6	-8	-2.4	-5	-4	8	-4
- O=C(COC(=O)c1cccnc1Cl)NCc1ccc2c(c1)OCO2
    -6	1.7	-5	3.3	0.1	-8	-0.1	3	0	-5	2
- Cc1csc(NC(=O)c2nn(C)c(C)c2[N+](=O)[O-])n1
    6	5.5	-3	3.6	1.4	4	1.0	-6	-8	-24	-3
- CC1CCCN(C(=O)CSc2nnc(-c3cccnc3)n2C2CCCCC2)C1 (stereo unspecified)
    -10	-2.9	.	2.1	-1.8	0	-4.1	-8	9	0	3
- C=CCn1cccc(C(=O)Nc2ccc(OC)cc2)c1=O
    .	1.2	-2	2.6	.	.	-2.0	.	.	-7	?
- CCC(=O)Nc1ccccc1-c1nc2ccccc2[nH]c1=O
    -5	.	-3	4.5	-2.6	-6	.	-6	13	3	-1
- Cc1cc(Br)ccc1SCC(=O)Nc1cccnc1
    -4	-3.3	12	2.3	1.2	-20	-1.7	4	-6	3	9
- O=C(c1cc(COc2ccc3ncccc3c2)on1)N1CCCC(O)C1 (stereo unspecified)
    8	-0.3	.	1.1	-0.6	-5	0.2	-4	3	26	-2
- Cc1nc2ccc(N=NC3=C(O)CCCC3=O)cc2s1
    -11	5.7	17	0.6	-3.6	0	-4.8	1	21	-4	-8
- CCCc1nc(-c2ccc(-c3ccc(F)cc3)cc2)no1
    13	0.7	-24	3.4	1.3	0	1.4	-21	-6	-9	9
- CN(CC(=O)Nc1cccc(F)c1)C(=O)CCc1nc2sc3c(c2c(=O)[nH]1)CCCC3
    -16	-1.9	.	1.6	4.6	-2	-2.4	-12	-29	8	-6
- CCCN(CCC)Cc1c(C(=O)N/N=C/c2cccs2)nnn1-c1nonc1N
    -2	4.9	-13	0.7	3.5	-7	-1.8	10	-26	-2	8
- CC1CCC(N2CCN(C(=O)c3ccccc3F)CC2)CC1 (stereo unspecified)
    -1	6.7	4	3.2	-2.3	-2	0.5	-25	11	375	-5
- O=C(Nc1cccs1)N1CCN(c2ncccn2)CC1
    -5	-1.1	14	0.5	-1.6	-1	0.0	-14	8	-12	2
- NC(=O)c1c(N)sc2c1CCC2
    -12	.	6	2.4	1.4	-6	.	-7	-7	.	-3
- CC1CCN(CCCNC(=O)CCc2nnc3n(CCc4ccccc4)c(=O)c4ccccc4n23)CC1
    3	2.2	6	-1.3	-1.6	-3	-1.4	-7	8	16	-3
- Cn1c(SCC(=O)Nc2ccc3c(c2)oc2ccccc23)nnc1-c1ccccc1
    -4	1.4	-29	1.4	5.1	-4	-3.2	-33	-29	-2	0
- CCN1CCCC1Cn1cnc2c([nH]c3ccc(OC)cc32)c1=O (stereo unspecified)
    9	1.4	-22	-1.4	-2.4	8	2.0	-6	13	-19	1
- Cn1c(SCc2cc(=O)n3cc(Br)ccc3n2)nnc1C1COc2ccccc2O1 (stereo unspecified)
    1	-1.2	.	-1.0	-0.6	6	-0.3	10	3	85	0
- CCCCCCCCCCCCN1C/C(=C\C(=O)OCC)c2ccccc2S1(=O)=O
    12	4.5	5	1.9	-1.0	-7	1.7	-15	6	-11	4
- Cc1cc(C)nc(N2CCCC(C(=O)Nc3ccc4nc(C)c(C)nc4c3)C2)n1 (stereo unspecified)
    2	1.7	4	3.1	0.6	7	-2.0	-38	-3	-2	-8
- O=C(c1ccc(Cl)c([N+](=O)[O-])c1)N1CCN(c2ccccc2)CC1
    -5	4.2	?	4.3	-1.1	-3	2.5	-17	5	421	-4
- Cc1ccccc1NC(=S)NC1CCCC1
    9	-0.2	-5	1.3	-1.6	-1	0.6	7	7	-12	2
- COc1cc(C)c(Br)cc1S(=O)(=O)NCCCN1CCOCC1
    0	2.7	-3	4.5	-1.9	-4	-0.9	-7	10	63	-4
- CCc1noc(C)c1C(=O)Oc1ccc(N(C)S(=O)(=O)c2ccccc2)cc1
    -13	-0.7	-16	1.8	1.6	5	-2.2	-22	-10	0	-2
- CCCCOc1ccc(C(=O)NCC(=O)NCC(c2ccc(OC)cc2)N2CCCC2)cc1 (stereo unspecified)
    -4	-3.2	-8	2.1	-1.9	1	-4.4	6	12	-2	-1
- COc1ccc(S(=O)(=O)NCc2cccnc2)cc1C(=O)NC1CCCCC1
    3	0.9	9	-2.3	-1.8	1	2.0	10	10	-10	-5
- COC(=O)c1cccn(CC(=O)c2ccc(Cl)cc2)c1=O
    -4	0.0	9	4.2	-1.6	-10	2.6	6	9	.	-4
- O=C(CSc1ccccn1)Nc1ccc(F)c([N+](=O)[O-])c1
    -4	0.2	-16	3.3	-0.2	-15	0.7	-2	1	10	1
- CCN(CC)C(=O)NC1CC(=O)N(c2ccc(OC)cc2)C1 (stereo unspecified)
    -17	2.2	9	3.1	-3.6	-4	-1.0	-23	19	-11	-9
- CC(=O)Nc1cccc(NC(=O)CSc2nnc3ccc(-c4ccncc4)nn23)c1
    -5	0.0	21	1.3	-1.2	-2	1.0	-11	8	-13	-2
- Cn1cc2c(=O)n(/N=C/c3ccccc3)cnc2n1
    -8	3.8	-9	5.5	-0.6	15	-3.3	-8	4	-25	1
- Cc1ccc(NC(=O)CN2CCc3cc4c(cc3C2C)OCCCO4)cc1C (stereo unspecified)
    4	3.6	24	0.2	1.9	2	2.7	7	-10	8	5
- NC(=O)c1ccccc1NC(=O)CCN1C(=O)c2ccccc2C1=O
    -5	-0.1	13	0.9	-1.3	5	0.2	-7	7	6	-3
- CCOC(=O)C(C)c1nn(C)c(=O)c2ccccc12 (stereo unspecified)
    -1	3.2	-23	3.0	-1.7	1	1.4	23	10	17	-5
- Cc1cccc(C(=O)N2CCc3cc(-c4nc(NC(=O)CN5CCCC5)sc4C)ccc32)c1
    8	-1.5	5	-0.1	1.9	-8	-4.1	-16	-15	-17	5
- NNc1nc(-c2ccccc2Cl)nc2sc3c(c12)CCCC3
    1	3.1	-5	1.7	-4.0	-5	3.0	-17	20	107	-6
- O=[N+]([O-])c1cccc(-c2nnc(SCc3cccnc3)o2)c1
    3	3.6	-6	2.6	-1.2	-7	2.6	12	7	-27	-19
- O=C(NCc1ccco1)C1CCCN(S(=O)(=O)c2ccc(Cl)cc2)C1 (stereo unspecified)
    7	1.3	-2	2.7	-3.1	8	2.2	-21	15	-2	1
- O=C(CCN1C(=O)c2ccccc2C1=O)NCc1ccc(Cl)cc1
    -7	1.7	-27	0.8	-2.4	9	0.4	3	13	8	-15
- CN(Cc1ccccc1)C(=O)C1CCN(Cc2ccc(F)cc2)CC1
    -10	-0.1	-12	0.6	-2.1	-11	-1.8	-14	12	266	2
- COC(=O)c1sc(-c2cccs2)cc1NC(=O)/C=C/C(=O)O
    .	3.1	3	1.5	.	.	1.3	.	.	-26	-6
- Cc1cccc(N2CCN(C(=O)C(C)n3nc(C)n4c(cc5occc54)c3=O)CC2)c1C (stereo unspecified)
    8	0.2	.	2.8	0.4	13	-2.4	-2	-2	17	4
- O=C(CSc1n[nH]c(-c2cccs2)n1)N1CCCCC1
    5	-0.8	.	1.2	-2.3	0	0.5	0	12	213	3
- NS(=O)(=O)c1ccc(NC(=O)COc2cccc3ccccc23)cc1
    14	3.5	-28	0.1	-2.0	-9	0.2	9	11	0	1
- COc1cc2c(cc1OC)C(C)N(C(=O)Nc1cc(C)cc(C)c1)CC2 (stereo unspecified)
    0	2.0	-8	2.9	-2.1	0	3.4	-24	10	8	0
- COC(=O)c1ccc(S(=O)(=O)N(CCO)Cc2ccccc2)n1C
    -2	1.6	-5	1.2	-1.1	-3	-0.7	-4	6	6	0
- COc1ccc(NC(=O)CN2CCCC(C)C2)c([N+](=O)[O-])c1 (stereo unspecified)
    5	2.1	-10	2.2	7.0	6	-0.7	-12	-43	16	5
- CC(C)Sc1nnc([C@H](C)NC(=O)OC(C)(C)C)o1
    0	3.2	.	3.4	-0.8	-9	4.2	27	4	-7	-17
